High-throughput results as filed in PubChem.
BAP1 block – blocks human BAP1 ubiquitin-AMC hydrolysis | activity remaining (% of control), % at 20 µM | recombinant BAP1, Ub-AMC hydrolysis fluorescence kinetic; hits give low values | AID 436 | 72,000 tested, 0.48% active | Q92560;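 active = activity remaining at or below 50% of control, provided the compound also passes the data quality filters; inactive = the rest, including low values that fail the filters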;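 also: 100% = DMSO wells rate and 0% = substrate alone blank rate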
HePTP inh – blocks human HePTP tyrosine phosphatase. P35236. recombinant HePTP phosphatase activity, OD absorbance. inhibition, % at 20 µM. 110,000 tested, 0.64% active; in the data active = inhibition above about 50%;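 also: plate controls were vehicle for no effect and reference inhibitor for full effect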
Target sequence (P35236 whole entry, looked up): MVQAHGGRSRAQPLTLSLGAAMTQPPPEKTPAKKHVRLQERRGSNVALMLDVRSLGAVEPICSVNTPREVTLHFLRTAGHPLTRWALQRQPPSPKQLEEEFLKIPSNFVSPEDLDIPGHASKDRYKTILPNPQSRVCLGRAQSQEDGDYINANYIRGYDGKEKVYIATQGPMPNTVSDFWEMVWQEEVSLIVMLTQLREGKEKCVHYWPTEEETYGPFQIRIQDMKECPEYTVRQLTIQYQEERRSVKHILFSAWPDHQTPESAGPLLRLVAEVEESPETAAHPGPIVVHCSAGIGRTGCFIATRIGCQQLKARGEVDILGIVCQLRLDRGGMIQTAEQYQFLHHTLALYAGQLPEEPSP
Starred values were filed as active, the others as inactive; . = no result given; & = joins results of further samples.

Sequence of screens – BAP1 block	HePTP inh
CS(=O)(=O)N1CCN(Cc2cccc(F)c2)CC1
  .	-22.3
O=C(N/N=C/c1ccc(Br)cc1)c1cc(C2CC2)[nH]n1
  .	-7.4
O=c1c2cnn(-c3ccccc3Cl)c2ncn1Cc1cccnc1
  56.5	3.7
COc1ccccc1C1=NN(C(=O)CCC(=O)O)C(c2ccc(Br)cc2)C1 (centres undefined)
  .	8.1
CCOC1=NC(C(=O)O)c2ccccc2/C(=C(/C)Cl)N1 (centres undefined)
  .	2.5
C=CCN1C(=O)C2C(C(=O)NC)C3C=CC2(O3)C1C(=O)NCc1ccc(OC)cc1 (centres undefined)
  .	-3.5
O=C(Nc1ccc2c(c1)OCCO2)c1ccc([N+](=O)[O-])cc1
  .	7.7
O=C(CC1Sc2ccccc2NC1=O)Nc1cccc(-c2nnc3n2CCCCC3)c1 (centres undefined)
  91.2	-2.5
O=C(CNS(=O)(=O)c1ccccc1)NCc1ccccn1
  105.2	4.4
CCOC(=O)N1CCN(C(=O)c2cc(-c3ccc(OCC)cc3)nc3ccccc23)CC1
  112.0	8.6
COCCNC(=O)c1cc(-c2cccs2)on1
  101.7	8.1
CCOC(=O)/C=C(\C)Nc1cc(C)nn1-c1ccccc1
  103.8	-8.2&2.1
CC(C)c1ccc(/C=C/C(=O)N2CCN(c3ccc([N+](=O)[O-])cc3)CC2)cc1
  .	3.1
COc1cccc(-c2cc(C(F)(F)F)nc(N3CCCCC3)n2)c1
  .	-6.8
CC(C)Cn1c(N)c(C(=O)COC(=O)c2ccc3c(c2)OCCO3)c(=O)n(C)c1=O
  99.8	-5.7
CCOc1cc(C(=S)N2CCOCC2)ccc1OC(=O)c1cccc([N+](=O)[O-])c1
  .	-5.0
CC(=O)c1c(C)n(CC(=O)NCc2ccc3c(c2)OCO3)c2ccccc12
  81.5	0.1
CCOc1cccc(C(=O)Nc2ccccc2-c2ccccc2)c1
  .	5.7
COc1ccc(Nc2nc(NCc3ccco3)nc(N/N=C/c3cc4c(cc3[N+](=O)[O-])OCO4)n2)cc1
  .	-6.2
COCCCNc1nc2c(c(=O)n(C)c(=O)n2C)n1Cc1ccccc1Cl
  124.2	.
Cc1cccc(NC(=O)CSc2nnnn2-c2ccccc2)c1C
  .	3.1
Fc1cccc(CSc2nc3ccncc3[nH]2)c1
  92.0	5.0
COc1cccc(N(CC(=O)N2CCOCC2)S(=O)(=O)c2ccccc2)c1
  .	4.5
CCCOc1ccc(C(CC(=O)O)NC(=O)c2ccc3c(c2)OCO3)cc1 (centres undefined)
  97.8	4.8
CCCCn1c(SCc2ncc(-c3ccccc3)o2)nc2cc(S(N)(=O)=O)ccc21
  .	3.9
Cc1cccc(-n2ncc3c(N(C)Cc4ccccc4)ncnc32)c1
  83.1	0.5
O=C1c2ccccc2C(=O)N1c1ccc(OCC(O)COC2CCCCC2)cc1 (centres undefined)
  .	-3.6
Cc1cc([N+](=O)[O-])ccc1NCc1cccc(C(F)(F)F)c1
  .	0.7
Cc1ccc(S(=O)(=O)c2cc3c(=O)n4ccccc4nc3n(Cc3ccco3)c2=N)cc1
  122.2	11.5
Cc1ccc(C)c(OCC(O)CN2CCCCC2C)c1 (centres undefined)
  112.2	8.2
CC(=O)N(/C=C/c1cc[n+](CCCS(=O)(=O)[O-])c2ccccc12)c1ccccc1
  .	-11.8
COc1ccccc1NC(=O)NCc1ccc2c(c1)OCO2
  106.2	6.1
Cc1nc2ncnn2c(C)c1CCC(=O)NCc1ccc2c(c1)OCO2
  102.6	-6.1
COc1ccc2c(c1)CCC/C2=N/OC(=O)c1ccc(OC)c([N+](=O)[O-])c1
  .	-16.9
CCOC(=O)CCc1cc(C(=O)OCC)c(CCC(=O)OCC)cc1C(=O)OCC
  .	-4.0
CC1CCC(NC(=O)c2cc3c(=O)n(C)c4ccccc4c3n2C)CC1 (centres undefined)
  81.3	-10.6
COCCCNC(=O)CC(NS(=O)(=O)c1ccc(C)cc1)c1ccco1 (centres undefined)
  103.8	13.3
COC(=O)c1c(NC(=O)c2ccc(C)o2)sc2c1CCCCC2
  .	-1.5
N#Cc1c(C#N)c(-c2ccccc2)n(-c2ccc(C(=O)O)cc2)c1N
  94.3	-7.0
Cc1cccc(NC(=O)c2ccccc2NC(=O)c2ccccc2F)c1
  .	-5.6
COc1cc(/C=C2\C(=O)NN(c3ccccc3)C2=O)cc([N+](=O)[O-])c1O
  .	27.1
COc1ccc(Nc2nnc(C)c3ccccc23)cc1C(N)=O
  70.2	2.9
O=C(CCC(=O)N1CCN(c2ccccn2)CC1)Nc1nnc(C2CCCCC2)s1
  95.2	5.1
N#Cc1c(N)oc(-c2ccco2)c1-c1ccco1
  .	5.7
O=C(NNc1nc(-c2ccccc2)cs1)c1cccc(Br)c1
  .	-12.3
Cc1ccc(/C=C2\C=C(c3ccc(Cl)cc3)OC2=O)o1
  .	81.7*
CC(C)CSc1nc(N2CCOCC2)c2c(c1C#N)CC(C)(C)SC2
  .	5.8
CCN(CC)S(=O)(=O)c1ccc(Cl)c(C(=O)Nc2nnc(-c3ccccc3)s2)c1
  .	-7.2
NC(=O)C1(S(=O)(=O)c2ccccc2)CCCCC1
  93.5	0.5&1.3
Cc1nn(CC(=O)Nc2ccc(Cl)cc2Cl)c(C)c1[N+](=O)[O-]
  .	-4.6
CC(Oc1ccccc1)C(=O)Nc1c(Cl)cccc1Cl (centres undefined)
  .	-7.3
COc1ccc(NC(=O)c2cc(-c3ccc(C)o3)nc3ccccc23)cc1OC
  78.1	12.2
CCCNC(=O)NC(=O)CSc1nnc(-c2ccncc2)n1CC
  91.0	7.6
Cc1ccc(N2C(=O)/C(=C/c3ccc(O)cc3)C(=O)NC2=S)cc1
  .	-8.6
Cc1cc(Cl)ccc1OCC(O)CN1CCN(C)CC1 (centres undefined)
  .	9.2
O=C(Nc1ccc(S(=O)(=O)N2CCOCC2)cc1)C1COc2ccccc2O1 (centres undefined)
  .	-8.0
CNC(=O)OC12CC3CC(C)(CC(C)(C3)C1)C2
  .	7.7
CCNc1nc(SC(C)C(=O)Nc2ccccc2)nc(N2CCOCC2)n1 (centres undefined)
  133.0	3.6
N#CC(C(=O)Nc1cccc2ccccc12)=C1CCCC1
  .	6.6
COc1cccc(CNc2ccc(S(N)(=O)=O)cc2)c1OC
  95.5	-0.1

(more compounds)
Sequence of screens – BAP1 block	HePTP inh
O=C(c1ccccc1)c1ccc(N2CCOCC2)c(NC(=O)c2ccco2)c1
  129.9	0.9
Oc1[nH]c2ccccc2c1N=NC(=S)N1CCCC1
  .	-3.4
Cc1ccccc1CNC(=O)C(C)Sc1ccc(Cl)cc1 (centres undefined)
  .	4.6
COc1ccc(Nc2ncnc3nc[nH]c23)cc1OC
  100.0	4.0
CC(C)NCC(O)c1ccc(O)c(O)c1 (centres undefined)
  108.1	.
COC(=O)c1ccc(N2C(=O)CC(N3CCOCC3)C2=O)cc1 (centres undefined)
  96.2	-4.6
Cc1ccccc1NC(=O)Cn1cccc1
  96.7	-3.7
CC(=O)NC1=NC(=O)/C(=C\c2ccc(-c3ccc(C)c([N+](=O)[O-])c3)o2)S1
  .	-3.1
COc1ccc(C(=O)Nc2c3c(nn2-c2ccccc2C)CSC3)cc1
  162.1	.
COc1ccc(NC(=O)CN(c2ccc(C)cc2)S(=O)(=O)c2ccc(SC)cc2)cc1OC
  .	1.9
COc1cc(NC(=O)c2cc3nc(-c4ccccc4)cc(C)n3n2)cc([N+](=O)[O-])c1
  .	1.9
COc1cc(C(=O)Nc2ccc3c(c2)C(=O)N(CCC(=O)O)C3=O)cc(OC)c1OC
  87.8	0.2
Cc1cc(C)n2ncc(C(=O)NCc3cccnc3)c2n1
  61.2	1.9
O=C1CC(c2ccccc2)CC2=C1C(c1cc(F)ccc1F)Nc1ccccc1N2 (centres undefined)
  .	5.8
OC(COc1ccc(C23CC4CC(CC(C4)C2)C3)cc1)CN1CCN(c2ccccn2)CC1 (centres undefined)
  .	2.6
CCOc1ccc(N2C(=O)/C(=C/c3cccs3)SC2=S)cc1
  .	2.6
CCCCOC(=O)C1[C@H]2C(=O)N(c3ccccc3CC)C[C@]23C=C[C@H]1O3 (some centres undefined)
  79.4	2.8
O=C(NC(NCCCN1CCOCC1)(C(F)(F)F)C(F)(F)F)C1CCCCC1
  87.6	2.4
Nc1ccc(-c2nc3ccc(N)cc3o2)cc1
  .	0.8
O=C(NCCCN1CCOCC1)/C(=C/c1cccc(Oc2ccccc2)c1)NC(=O)c1ccccc1
  .	-1.2
CCCOc1cccc(C(=O)Nc2sc(CC)cc2C(=O)OC)c1
  .	-13.5
Cc1cc(C)c(S(=O)(=O)NCc2ccc(S(N)(=O)=O)cc2)c(C)c1
  .	-10.8
COCCCNS(=O)(=O)c1ccc([N+](=O)[O-])cc1
  .	-16.2
Cc1ccc(NC(=O)C(c2ccccc2)c2ccccc2)c(C)c1
  .	2.9
CCC(C)C(=O)N1c2ccc(OC)cc2-c2c(ssc2=S)C1(C)C (centres undefined)
  .	-1.0
Cc1cccc(N2CCN(S(=O)(=O)c3ccc4c(c3)CCC(=O)N4)CC2C)c1 (centres undefined)
  106.7	3.9
COc1ccc(C(=O)CC2(O)C(=O)Nc3ccc(Br)cc32)cc1 (centres undefined)
  .	8.8
Cc1cccc(N2C(=O)/C(=C/c3ccccc3C(=O)O)SC2=S)c1C
  .	5.4
Cn1c(C(=O)NCCN2CCOCC2)cc2c(=O)n(C)c3ccccc3c21
  102.5	8.3
O=C1NC(=S)NC(=O)C1=Cc1ccc(-c2ccccc2C(=O)O)o1
  .	28.6
CN(Cc1c(F)cccc1Cl)c1nnnn1-c1ccccc1
  93.8	13.4
Cc1ccc(C(=O)c2coc3ccc(O)c(CN4CCOCC4)c23)cc1
  .	0.6
Cn1c(C(=O)NCCN2CCc3ccccc3C2)cc2c(=O)[nH]c3ccccc3c21
  104.3	-0.8
CCn1c(=O)cc(C(=O)OC)sc1=Nc1ccc(F)c(F)c1
  100.9	5.5
CCN(C(=O)COc1cc(=O)n(C)c2ccccc12)c1cccc(Cl)c1
  110.6	0.5
O=S(=O)(c1ccccc1)N1CCN(Cc2ccc3c(c2)OCO3)CC1
  .	3.0
CCCC1(O)C(C)C(c2ccccc2)NC(c2ccccc2)C1C (centres undefined)
  .	-7.2
COc1cccc2[nH]c3c(N4CCC(C)CC4)ncnc3c12
  171.3	-10.7
COc1cccc(C2=NOC(C(=O)Nc3cc(OC)c(OC)c(OC)c3)C2)c1 (centres undefined)
  88.2	8.0
Cc1ccc(-c2nc3ccccc3o2)cc1NC(=O)c1cccc(Cl)c1
  .	-4.7
Cc1ccc(CN2CCN(N=Cc3cc(Br)ccc3O)CC2)c(C)c1
  .	11.2
O=C(NC1CCCCC1)C1CCN(S(=O)(=O)c2cccs2)CC1
  .	-13.4
O=C(N/N=C/c1ccc(Cl)c([N+](=O)[O-])c1)c1cc2ccccc2o1
  .	5.6
Cc1cc(NC(=O)CSc2nc3ccsc3c(=O)n2CCCCC(=O)O)no1
  82.7	-5.3
COc1ccccc1-c1noc(CCC(=O)Nc2cc(C(F)(F)F)ccc2Cl)n1
  113.5	11.0
COc1ccc(S(=O)(=O)N(C)Cc2ccccc2)cc1Br
  .	-4.1
Cc1cc(Nc2ccc(F)cc2F)n2ncnc2n1
  97.7	-4.6
Cc1oc(-c2ccccc2Cl)nc1CSCC(=O)NC1CC1
  106.0	.
CCCn1c(NC(=O)C2COc3ccccc3O2)nc2ccccc21 (centres undefined)
  88.6	7.8
O=C1CSC(=O)N1CCN1C(=O)S/C(=C\c2ccc(Br)cc2)C1=O
  .	-2.8
CC1(C)Cc2c(C#N)c(SCCC#N)nc(N3CCOCC3)c2CS1
  115.0	8.4
O=C(CSc1nc2scc(-c3ccco3)c2c(=O)n1-c1ccccc1)NCC1CCCO1 (centres undefined)
  58.4	-7.0
O=C(Nc1c(-c2ccccc2)c2cc(Br)ccc2[nH]c1=O)c1cccc(Cl)c1
  .	1.3
Fc1ccccc1OCCOCCOc1ncnc2ccccc12
  .	-15.0
Cc1cccc(N2C(=O)c3ccccc3C2=O)n1
  .	-7.8
O=C1/C(=C/c2ccc(C(F)(F)F)cc2)SC(=S)N1Cc1ccccc1
  .	-3.7
O=C(NCc1ccccc1)c1cccc(F)c1
  .	4.2
CCOc1cccc2c1N(C(=O)c1ccccc1)C(C)(C)C(=S)C2=C1SC(C(=O)OC)=C(C(=O)OC)S1
  .	-19.9
O=C(CS(=O)(=O)Cc1ccccc1)N1CCN(Cc2ccc3c(c2)OCO3)CC1
  110.8	5.6
COC(=O)C1=NN(C(=O)c2cccc(OC)c2)C(O)(c2ccc(Cl)cc2)C1 (centres undefined)
  .	3.3

Reformatted with values ahead of the structure: entries from further up
BAP1 block	HePTP inh	Structure
122.2	11.5	Cc1ccc(S(=O)(=O)c2cc3c(=O)n4ccccc4nc3n(Cc3ccco3)c2=N)cc1
112.2	8.2	Cc1ccc(C)c(OCC(O)CN2CCCCC2C)c1 (centres undefined)
.	-11.8	CC(=O)N(/C=C/c1cc[n+](CCCS(=O)(=O)[O-])c2ccccc12)c1ccccc1
106.2	6.1	COc1ccccc1NC(=O)NCc1ccc2c(c1)OCO2
102.6	-6.1	Cc1nc2ncnn2c(C)c1CCC(=O)NCc1ccc2c(c1)OCO2
